TbPYK inhibitor = T. brucei pyruvate kinase inhibition. TbPYK enzyme, Kinase-Glo Plus ATP luminescence, 45 min. Potency, µM (top dose mostly 76.8 µM), for the others: at the top dose activity, negative = inhibition, hits mostly inhibitors. 410,000 compounds, 0.12% hits. AID 624173; note: nearly all actives have a fitted effect of over 50% in size
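Enzyme and substrate buffer are dispensed first and compound is pin-transferred. ADP at 130 uM final then starts the reaction, which runs 45 min at room temperature. Detection reagent is added for 10 min before luminescence is imaged.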
Sm TGR inh = S. mansoni TGR enzyme inhibition | purified TGR, DTNB reduction, TNB absorbance 405 nm | 360,000 compounds, 3% hits | Q962Y6 | AID 485364 | Potency, µM (titrated, usually from 114 µM), for the others: at the highest dose activity change, negative = inhibition, usual class: inhibitors; note: nearly all actives have a fitted effect of over 60% in size
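First, TGR (20 nM dispensed) and NADPH were mixed with compound. Second, a 15 min room-temperature incubation followed. Third, further NADPH and then DTNB were added to start the reaction. Finally, TNB absorbance was monitored kinetically.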
* hit, by the source's call; [ ] = dose if it differs, or a comment. Calls come from the whole dose curve; as a rule, active = well fitted curve in the direction sought with a large enough effect; inconclusive = small, poorly fitted or top-dose-only effect, or another doubt; inactive = no such curve, though single readings can be large; an effect the other way counts as inactive or inconclusive. % is set by controls: 0 for no effect and ±100 for the full control effect; potency is the fitted concentration of half-maximal effect.

Results for CCc1nn2c(=O)cc(COC(=O)c3ccc(NC(=O)C4CCCCC4)cc3)nc2s1 ?
TbPYK inhibitor: -4%; Sm TGR inh: 6%

Results for COc1cccc(CNc2nccn(-c3cc(C)cc(C)c3)c2=O)c1 ?
TbPYK inhibitor: 2%; Sm TGR inh: 3%

How did Cc1ccccc1NC(=O)C(=O)NCC1(c2ccccc2)CCCC1 do in these assays?
TbPYK inhibitor: -4%; Sm TGR inh: 9%

What do the screens show for `CCOc1ccccc1NC(=O)Cn1c(=O)n(CCCC(=O)NCCOC)c(=O)c2cc(OC)c(OC)cc21`?
TbPYK inhibitor: 2%; Sm TGR inh: 2%

How did Cc1ccc(N(Cc2cccs2)C(=O)c2ccc(OC(C)C)cc2)cc1 do in these assays?
TbPYK inhibitor: 0%; Sm TGR inh: -8%

What do the screens show for `Cc1cccc(OCC(=O)Nc2ccc(S(=O)(=O)N(Cc3ccccc3)c3ccccc3)cc2)c1`?
TbPYK inhibitor: -8%; Sm TGR inh: -1%

What do the screens show for `COc1ccc(NC(=O)CSc2nc(-c3cccs3)cc(C(F)(F)F)n2)cc1OC`?
TbPYK inhibitor: 1%; Sm TGR inh: 5%

How did COc1ccc(CCNC(=O)CCc2c(C)nc3c(c(C)nn3-c3ccc(C)c(C)c3)c2C)cc1OC do in these assays?
TbPYK inhibitor: -2%; Sm TGR inh: 7%

How did O=C(Nc1nc2n(n1)C(c1ccc(F)cc1)C=C(c1ccccc1)N2)c1ccc(Cl)cc1 (stereo unspecified) do in these assays?
TbPYK inhibitor: -1%; Sm TGR inh: -3%

What do the screens show for `O=C(c1ccco1)n1nc(-c2ccc(Cl)cc2)nc1NCc1ccc(F)cc1`?
TbPYK inhibitor: 3%; Sm TGR inh: -1%

How did Cc1ccc(NC(=O)c2oc3ccc(S(=O)(=O)N4CCCCC4)cc3c2C)cc1C do in these assays?
TbPYK inhibitor: -9%; Sm TGR inh: 11%

Results for CNc1oc(-c2ccc(COc3ccc(C)cc3)o2)nc1C#N ?
TbPYK inhibitor: -6%; Sm TGR inh: -2%

What do the screens show for `COc1ccccc1N1CCN(CC(O)COc2cc(C)cc(C)c2)CC1` (stereo unspecified)?
TbPYK inhibitor: -3%; Sm TGR inh: -8%

How did Cc1ccc(-n2c(=O)c3ccc(C(=O)NCc4ccco4)cc3n(Cc3ccc(Cl)cc3)c2=O)cc1 do in these assays?
TbPYK inhibitor: 4%; Sm TGR inh: 8%

Results for COc1ccc(N2C(=O)C(CC(=O)Nc3ccc(F)cc3)N(Cc3ccc4c(c3)OCO4)C2=O)cc1 (stereo unspecified) ?
TbPYK inhibitor: -10%; Sm TGR inh: -2%

Results for COc1ccccc1NC(=O)CSC1=Nc2ccccc2C2=NC(CCC(=O)NCCc3ccccc3)C(=O)N12 (stereo unspecified) ?
TbPYK inhibitor: -1%; Sm TGR inh: 4%

How did Cc1ccccc1Nc1c(-c2ccccc2O)nc2sccn12 do in these assays?
TbPYK inhibitor: 10%; Sm TGR inh: 20%

What do the screens show for `CCC1CCCCN1CCCNC(=O)c1ccc2c(c1)sc1nc(-c3ccc(F)cc3)cn12` (stereo unspecified)?
TbPYK inhibitor: 1%; Sm TGR inh: 0%

What do the screens show for `CCS(=O)(=O)c1nc(S(=O)(=O)c2ccc(Cl)cc2)c(NCc2ccc(Cl)cc2)s1`?
TbPYK inhibitor: -1%; Sm TGR inh: -5%

How did COc1ccccc1Cn1c(CNS(=O)(=O)c2c(C)cc(C)cc2C)nc2cccnc21 do in these assays?
TbPYK inhibitor: -11%; Sm TGR inh: 0%

What do the screens show for `CCCOc1ccccc1C1C(C(=O)Nc2ccccc2)=C(C)Nc2nnnn21` (stereo unspecified)?
TbPYK inhibitor: -2%; Sm TGR inh: 3%

Results for CCOc1ccc(NC(=O)c2sc3nc4c(c(-c5ccccc5)c3c2N)C(=O)CC(C)(C)C4)cc1 ?
TbPYK inhibitor: -8%; Sm TGR inh: -2%

How did O=C(Cn1nc(Cc2ccncc2)c2ccccc2c1=O)Nc1cccc(C(F)(F)F)c1 do in these assays?
TbPYK inhibitor: -5%; Sm TGR inh: 1%

What do the screens show for `COc1ccccc1NC(=O)c1sc(-c2ccc(Cl)cc2)cc1N`?
TbPYK inhibitor: -1%; Sm TGR inh: 3%

Results for O=C(NCc1ccccc1Cl)c1cc2cccc3c2n1CCS3 ?
TbPYK inhibitor: -10%[15.4 µM]; Sm TGR inh: -5%

Results for Cc1[nH]c2ccccc2c1C1(O)C(=O)N(Cc2ccccc2)c2ccc(Br)cc21 (stereo unspecified) ?
TbPYK inhibitor: -2%; Sm TGR inh: -3%

What do the screens show for `CC(C)Oc1cccc(C2CC(=O)Nc3cc4c(cc32)OCO4)c1` (stereo unspecified)?
TbPYK inhibitor: 3%; Sm TGR inh: 3%

How did CCCCCSc1nnc2c(n1)OC(c1ccc(C)s1)N(C(C)=O)c1ccccc1-2 (stereo unspecified) do in these assays?
TbPYK inhibitor: -5%; Sm TGR inh: 0%

How did Cc1oc(-c2cccc(Cl)c2)nc1CSCC(=O)NCc1ccccc1Cl do in these assays?
TbPYK inhibitor: -3%; Sm TGR inh: -12%

Results for COCCCNC(=O)Cn1c(=O)n(-c2cccc(C)c2)c(=O)c2c1c1cc(C)ccc1n2C ?
TbPYK inhibitor: 7%; Sm TGR inh: 6%

How did COc1ccc(NC(=O)CSc2oc(-c3ccco3)nc2S(=O)(=O)c2ccc(C)cc2)c(OC)c1 do in these assays?
TbPYK inhibitor: 0%; Sm TGR inh: inconclusive

Results for Cc1cccc(CSc2nc3ccncc3n2Cc2ccc(C(=O)O)cc2)c1 ?
TbPYK inhibitor: -3%; Sm TGR inh: 0%

How did CCCc1c(C)c2ccc(O)c(CN3CCN(c4ccc(F)cc4)CC3)c2oc1=O do in these assays?
TbPYK inhibitor: 1%; Sm TGR inh: 6%

How did CCOc1cc(CNC(=O)c2cc(-c3ccccc3)n[nH]2)cc(OCC)c1OCC do in these assays?
TbPYK inhibitor: -6%; Sm TGR inh: -1%

Results for CCOc1ccc(-c2nonc2NC(=O)COc2c(C)cc(C)cc2C)cc1OCC ?
TbPYK inhibitor: -2%; Sm TGR inh: 5%

What do the screens show for `COc1ccc(Cl)cc1NC(=O)C(C)n1c(=O)cc(C(F)(F)F)c2c(C)nn(C)c21` (stereo unspecified)?
TbPYK inhibitor: 3%; Sm TGR inh: -9%

How did Cc1ccc(NC(=O)c2cccc(N3CCCS3(=O)=O)c2)cc1C do in these assays?
TbPYK inhibitor: 1%; Sm TGR inh: 1%

Results for CCOc1ccc2nc(N3CCCC(C(=O)Nc4ccc(CC)cc4)C3)sc2c1 (stereo unspecified) ?
TbPYK inhibitor: -8%; Sm TGR inh: 3%

How did COCCNC(=O)CSc1nc2cc3c(cc2c(=O)n1CCCCCC(=O)NCc1ccc(OC)cc1)OCO3 do in these assays?
TbPYK inhibitor: 4%; Sm TGR inh: 16%

What do the screens show for `Cc1c(C)n(Cc2ccc(Cl)cc2)c2ccc(C(=O)N3CCN(c4ccccc4F)CC3)cc12`?
TbPYK inhibitor: 5%[15.4 µM]; Sm TGR inh: 8%

Results for COc1cc(Cl)c(C)cc1NC(=O)c1c(C)oc2nc(C)nc(N3CCCC3)c12 ?
TbPYK inhibitor: 2%; Sm TGR inh: 15%

How did CCOc1ccc(CCNC(=O)c2cc3c(=O)n(CC)c4ccccc4c3s2)cc1OCC do in these assays?
TbPYK inhibitor: 6%; Sm TGR inh: 0%

Results for CCCCNC(=O)CSc1nnc(C)c2c(C)n(-c3ccccc3)nc12 ?
TbPYK inhibitor: 4%; Sm TGR inh: 47%[activator]

How did CCc1ccc(C(=O)c2cn(CC(=O)Nc3ccc4c(c3)OCO4)c3ccc(F)cc3c2=O)cc1 do in these assays?
TbPYK inhibitor: -4%; Sm TGR inh: -7%

How did CCn1c(=O)c(C(=O)Nc2cc(OC)c(OC)c(OC)c2)nc2ccccc21 do in these assays?
TbPYK inhibitor: 3%; Sm TGR inh: -1%

How did Cc1ccc(-c2cc(C(=O)Oc3ccc(C#N)cc3)no2)cc1C do in these assays?
TbPYK inhibitor: -3%; Sm TGR inh: -1%

What do the screens show for `CCCCCOc1ccc(Cn2c(=O)oc3ccccc32)cc1`?
TbPYK inhibitor: -14%; Sm TGR inh: 9%

What do the screens show for `CC1(C)CC(=O)c2cc(C(=O)Nc3ccc(Br)cc3)c(=O)[nH]c2C1`?
TbPYK inhibitor: -6%; Sm TGR inh: 1%

Three entries picked at random from the list so far, as already listed:
Results for CCOc1ccc2nc(N3CCCC(C(=O)Nc4ccc(CC)cc4)C3)sc2c1 (stereo unspecified) ?
TbPYK inhibitor: -8%; Sm TGR inh: 3%

Results for CCCCNC(=O)CSc1nnc(C)c2c(C)n(-c3ccccc3)nc12 ?
TbPYK inhibitor: 4%; Sm TGR inh: 47%[activator]

How did Cc1ccc(-c2cc(C(=O)Oc3ccc(C#N)cc3)no2)cc1C do in these assays?
TbPYK inhibitor: -3%; Sm TGR inh: -1%

New compounds follow:
Results for CNS(=O)(=O)c1cn(CC(=O)Nc2cccc(OC)c2)cc1S(=O)(=O)NC ?
TbPYK inhibitor: 1%; Sm TGR inh: 2%

What do the screens show for `COC(=O)c1ccccc1NC(=O)c1cnc2c(-c3cccc(C)c3)c(C)nn2c1C`?
TbPYK inhibitor: 6%; Sm TGR inh: 7%

What do the screens show for `COc1ccc(CCNC(=O)c2cnc3sc(N4CCOCC4)nn3c2=O)cc1OC`?
TbPYK inhibitor: -5%; Sm TGR inh: 1%

Results for CCOc1ccccc1-c1nc(-c2ccc(-c3ccccc3)nc2OCC)no1 ?
TbPYK inhibitor: -3%; Sm TGR inh: 9%

What do the screens show for `COC(=O)c1ccc(NC(=O)c2cc3cc(C)ccc3n2C)cc1`?
TbPYK inhibitor: 3%; Sm TGR inh: 1%

How did CCCCC(CC)CNC(=O)Cc1ccc(-n2c(=O)[nH]c3ccccc3c2=O)cc1 (stereo unspecified) do in these assays?
TbPYK inhibitor: 1%; Sm TGR inh: -1%

Results for Cc1nn(-c2ccc(N3CCCCC3)nn2)c(C)c1CCC(=O)NCc1ccc(F)cc1 ?
TbPYK inhibitor: -3%; Sm TGR inh: -5%

How did CCOC(=O)c1ccc(NC(=O)CCc2c(C)nc3nc[nH]n3c2=O)cc1 do in these assays?
TbPYK inhibitor: -8%; Sm TGR inh: 0%

Results for O=C(COCc1cc(-c2ccc3c(c2)OCO3)on1)NCc1ccc(F)cc1 ?
TbPYK inhibitor: -6%; Sm TGR inh: 2%

Results for CCCCNC(=O)c1cccc(-n2cnc3cccnc32)c1C ?
TbPYK inhibitor: 4%[15.4 µM]; Sm TGR inh: 0%

What do the screens show for `CCC(C)NC(=O)CSc1nc2c(sc3ccccc32)c(=O)n1CCc1ccccc1` (stereo unspecified)?
TbPYK inhibitor: -10%; Sm TGR inh: -2%

How did COc1ccc(-c2noc(N3CCC(C(=O)Nc4ccc(F)cc4Cl)CC3)n2)cc1 do in these assays?
TbPYK inhibitor: -7%; Sm TGR inh: -2%

Overlap with the part before: two compounds, followed by the next part.
What do the screens show for `CCC(C)NC(=O)CSc1nc2c(sc3ccccc32)c(=O)n1CCc1ccccc1` (stereo unspecified)?
TbPYK inhibitor: -10%; Sm TGR inh: -2%

How did COc1ccc(-c2noc(N3CCC(C(=O)Nc4ccc(F)cc4Cl)CC3)n2)cc1 do in these assays?
TbPYK inhibitor: -7%; Sm TGR inh: -2%

What do the screens show for `Cc1ccc(Cl)cc1NC(=O)Nc1cccc(OCc2cc(=O)n3ccccc3n2)c1`?
TbPYK inhibitor: -2%; Sm TGR inh: 2%

What do the screens show for `COc1ccc(-n2c(SCC(=O)NCc3ccccc3)nc3ccsc3c2=O)cc1`?
TbPYK inhibitor: 2%; Sm TGR inh: -8%

How did CN(C)c1ccc(C(CNS(=O)(=O)c2ccc(F)cc2F)N2CCOCC2)cc1 (stereo unspecified) do in these assays?
TbPYK inhibitor: -4%; Sm TGR inh: -4%

What do the screens show for `Cc1c(Cl)cccc1NC(=O)c1cc2sccc2n1Cc1ccc(F)cc1`?
TbPYK inhibitor: 4%; Sm TGR inh: 8%

What do the screens show for `O=C(CN1C(=O)COc2ccc(S(=O)(=O)N3CCOCC3)cc21)Nc1ccc(F)c(Cl)c1`?
TbPYK inhibitor: 1%; Sm TGR inh: 1%

How did CCCCSCCCNC(=O)C1CCN(Cc2nc(-c3cccc(Br)c3)oc2C)CC1 do in these assays?
TbPYK inhibitor: 3%; Sm TGR inh: 6%

Results for Cc1cc(Cl)ccc1NC(=O)Cn1nnc2sc(-c3ccccc3)cc2c1=O ?
TbPYK inhibitor: 1%; Sm TGR inh: 7%

What do the screens show for `Cc1cc(NC(=O)Nc2nnc(N(C)Cc3ccccc3)s2)ccc1Br`?
TbPYK inhibitor: -6%; Sm TGR inh: 0%

Results for CCOc1cccc2sc(NC(=O)c3ccc(S(=O)(=O)N4CCCc5ccccc54)cc3)nc12 ?
TbPYK inhibitor: -1%; Sm TGR inh: 0%

Results for COc1ccc2c(c1)c(=O)c(S(=O)(=O)c1ccc(Cl)cc1)cn2C ?
TbPYK inhibitor: 2%; Sm TGR inh: 5%

What do the screens show for `COc1ccc(Cn2c(CNS(=O)(=O)c3ccc4c(c3)CCCC4)nc3cccnc32)cc1`?
TbPYK inhibitor: -13%; Sm TGR inh: 4%

What do the screens show for `Cc1nn2c(=O)cc(COC(=O)c3ccccc3NC(=O)C3CCCCC3)nc2s1`?
TbPYK inhibitor: 7%; Sm TGR inh: 15%

Only part of the results is shown; rates above refer to the full screens.
